Compound activity (PubChem BioAssay)
pPAFAH inh: pPAFAH (human) enzyme inhibition; Q13093; recombinant pPAFAH, FP-rhodamine probe fluorescence polarization; inhibition, % at 3.39 µM; actives 1.5% (n = 330,000);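 active = inhibition above the mean inhibition across the screen plus 3 SD, cut at about 25% in these data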;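 also: inhibitors block binding of the rhodamine activity-based probe so polarization drops; 0% = enzyme with DMSO and 100% = wells lacking pPAFAH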
PAFAH1B3 FP inh: inhibitors of human PAFAH1B3 | AID 492972 | Q15102 | recombinant PAFAH1B3, FP-rhodamine probe, fluorescence polarization | inhibition, % at 3.39 µM | actives 0.28% (n = 340,000);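 active = inhibition above the screen-wide average of all tested compounds plus 3 SD, cut at about 25% in these data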;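 also: 0% = enzyme with DMSO only and 100% = wells lacking PAFAH1B3 protein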
PME-1 primary: PME-1 (human) inhibition; Q9Y570; recombinant PME-1, FP-Rh probe fluorescence polarization; inhibition, % at 5.9 µM; actives 0.53% (n = 320,000); AID 2130;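 active = inhibition above the campaign mean of all compounds plus 3 SD, cut at about 26% in these data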;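 also: competitive labeling of PME-1 active site by serine hydrolase directed probe; 0% = PME-1 with DMSO and 100% = wells lacking PME-1 enzyme; inhibitors block probe labeling so polarization falls and inhibition rises; many of its hits are not listed in these tables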
PAFAH1B2 FP inh: blocks human PAF acetylhydrolase 1b catalytic subunit 2 | P68402 | recombinant PAFAH1B2, FP-rhodamine activity probe, fluorescence polarization | inhibition, % at 3.39 µM | actives 1.2% (n = 340,000);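 active = inhibition above the mean of all tested compounds plus 3 SD, cut at about 24% in these data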;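 also: 0% = enzyme with DMSO and 100% = wells lacking PAFAH1B2; many of its hits are not listed in these tables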
PAD4 FP inh: inhibitors of human PAD4; recombinant PAD4, RCA probe fluorescence polarization; inhibition, % at 6.36 µM; actives 0.41% (n = 330,000);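 active = percent inhibition above a cutoff equal to the mean of all tested compounds plus 3 SD, cut at about 15% in these data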;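 also: 0% = PAD4 with RCA probe and DMSO and 100% = probe without PAD4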
Target sequence (Q9UM07 whole entry, looked up): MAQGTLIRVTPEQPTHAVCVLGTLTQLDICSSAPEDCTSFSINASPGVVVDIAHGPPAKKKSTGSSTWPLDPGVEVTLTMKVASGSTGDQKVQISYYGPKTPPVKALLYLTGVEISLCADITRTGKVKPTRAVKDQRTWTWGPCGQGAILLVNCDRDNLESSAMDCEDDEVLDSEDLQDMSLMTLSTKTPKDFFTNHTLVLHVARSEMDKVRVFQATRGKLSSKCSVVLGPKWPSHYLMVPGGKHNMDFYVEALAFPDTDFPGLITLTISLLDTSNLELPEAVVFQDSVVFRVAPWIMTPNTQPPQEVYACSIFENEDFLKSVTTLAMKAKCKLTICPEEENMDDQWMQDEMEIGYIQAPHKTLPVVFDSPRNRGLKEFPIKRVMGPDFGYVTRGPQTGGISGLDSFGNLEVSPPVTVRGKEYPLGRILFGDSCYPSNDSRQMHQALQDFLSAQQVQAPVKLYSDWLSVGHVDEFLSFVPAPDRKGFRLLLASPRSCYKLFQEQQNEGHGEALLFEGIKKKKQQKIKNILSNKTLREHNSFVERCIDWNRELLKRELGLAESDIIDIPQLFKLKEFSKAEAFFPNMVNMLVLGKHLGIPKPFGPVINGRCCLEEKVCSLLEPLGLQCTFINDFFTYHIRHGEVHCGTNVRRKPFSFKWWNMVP
PREPL inhibitor: inhibits the human prolyl oligopeptidase-like enzyme | Q4J6C6 | recombinant PREPL, fluorescence polarization activity-based probe | inhibition, % at 5.96 µM | actives 0.68% (n = 320,000); in the data active = inhibition above about 43%;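 also: 0% = enzyme with DMSO and 100% = wells lacking enzyme; many of its hits are not listed in these tables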
LYPLA2 inh: counter-screen for PME1 inhibitors: inhibitors of human LYPLA2; recombinant LYPLA2, FP-Rh probe fluorescence polarization; inhibition, % at 5.9 µM; actives 0.38% (n = 320,000); AID 2177;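 active = inhibition above the screen-wide mean plus 3 SD, limit set per campaign, cut at about 26% in these data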;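 also: 0% = LYPLA2 with DMSO and 100% = wells lacking LYPLA2 enzyme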
Target sequence (O95372 whole entry, looked up): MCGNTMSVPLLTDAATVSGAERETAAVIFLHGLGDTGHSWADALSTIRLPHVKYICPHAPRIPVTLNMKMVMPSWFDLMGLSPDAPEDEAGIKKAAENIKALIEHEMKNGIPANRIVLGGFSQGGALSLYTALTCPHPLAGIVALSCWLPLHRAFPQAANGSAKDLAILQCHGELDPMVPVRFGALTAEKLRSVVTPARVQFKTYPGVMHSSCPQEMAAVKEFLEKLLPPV
GSTO1 inh: GSTO1 inhibition, counter-screen for RBBP9 inhibitors; P78417; recombinant GSTO1, activity-based probe fluorescence polarization; inhibition, % at 5.96 µM; actives 1.1% (n = 300,000); AID 1974;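 active = inhibition above the campaign mean inhibition plus 3 SD, cut at about 35% in these data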;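 also: 0% = GSTO1-1 with DMSO and 100% = wells lacking GSTO1-1 enzyme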
LYPLA1 inh: blocks human lysophospholipase 1, a PME1 counter-screen | O75608 | recombinant LYPLA1, FP-Rh probe fluorescence polarization | AID 2174 | inhibition, % at 5.9 µM | actives 0.16% (n = 320,000);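 active = inhibition above the mean of all tested compounds plus 3 SD, set per campaign, cut at about 14% in these data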;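 also: inhibitors block serine hydrolase probe labeling of LYPLA1 so polarization falls; 0% = enzyme with DMSO and 100% = wells lacking LYPLA1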
* marks the source's active call; other numbers are inactive results; nt = no result given. Only part of the results is shown; count on the stated rates, not on these rows.

SMILES	pPAFAH inh	PAFAH1B3 FP inh	PME-1 primary	PAFAH1B2 FP inh	PAD4 FP inh	PREPL inhibitor	LYPLA2 inh	GSTO1 inh	LYPLA1 inh
O=C(O)Cc1c(C(=O)O)nnn1-c1ccc(Cl)cc1Cl	-3	4	-2	-2	-7	1	-6	2	-2
CCS(=O)(=O)N1CCCC(C(=O)NC2CCCCC2C)C1 (configuration not stated)	-2	9	3	4	-1	-7	1	-3	2
CCn1cc(C(=O)Nc2ncccc2O)c(=O)c2cc(F)c(N3CCN(C(=O)c4ccco4)CC3)cc21	5	9	-1	4	0	7	0	-27	1
c1coc(CSCc2cn3cccnc3n2)c1	3	4	-4	6	1	-8	-7	-7	-9
CCSc1nc(O)c(C2OC(=O)c3c2ccc(OC)c3OC)c(=O)n1CC (configuration not stated)	4	11	2	2	-3	26	10	0	4
CCN(c1cccc(C)c1)c1ncnc2nc[nH]c12	2	2	-1	-5	0	-6	-4	-3	-1
C/C(=N\NC(=O)CSCc1ccc([N+](=O)[O-])cc1)c1cccc(Br)c1	5	3	11	6	-3	-12	-3	-1	-1
CCOC(=O)C1(CC2CC2)CCN(Cc2cnc(-c3ccc(OC)cc3)nc2)CC1	2	-3	-2	0	-2	10	-4	0	0
Cc1ccc(C2=NC3(CCCCCC3)NC2=S)cc1	2	8	-3	3	0	-15	0	-3	-3
COc1ccc(OC)c(NC(=O)CSc2nnc(CNC(=O)c3ccccc3F)o2)c1	-1	6	4	3	-2	9	4	8	2
O=C(O)CCC(=O)Nc1ccc(SSc2ccc(NC(=O)CCC(=O)O)cc2)cc1	2	8	-5	4	56*	4	-8	18	-3
O=C(CSc1nn(-c2ccc(F)cc2)c(=S)s1)NC(=O)NCc1ccco1	23	6	-2	3	1	2	3	-2	-2
CCC(=O)Nc1ccc(S(=O)(=O)Nc2cc(C)on2)cc1	3	-1	5	3	-3	8	3	7	4
O=C(CN1CCN(C(=O)c2c(F)cccc2F)CC1)Nc1ccccc1F	0	1	1	0	-1	-7	2	3	1
CCOc1ccccc1NC(=O)N1CCCC1C(=O)Nc1nnc(CC)s1 (configuration not stated)	4	-4	-3	-2	-2	-6	3	5	-1
COCCCNC(=O)c1c[nH]c2ccc(S(=O)(=O)N3CCC4(CC3)OCCO4)cc2c1=O	-4	5	7	0	0	0	-2	3	-4
COc1ccc(/C(O)=C2/C(=O)C(=O)N(c3ncccn3)C2c2ccc(C(C)(C)C)cc2)cc1 (configuration not stated)	9	nt	2	nt	2	3	1	5	-3
Cc1ccc(N2CCN(C(=O)c3nn(C)c4c3CS(=O)(=O)c3ccccc3-4)CC2)c(C)c1	4	4	6	2	-2	-1	1	5	2
COc1cc(OC)cc(C(=O)N[C@H](C(=O)Nc2nc3ccc(S(C)(=O)=O)cc3s2)C(C)C)c1	-3	12	-5	2	-1	-3	-11	-4	-3
O=C(Nc1ccc(F)cc1)c1nc[nH]c1C(=O)Nc1ccc([N+](=O)[O-])cc1	5	3	5	-4	8	5	8	-4	2

Record cards (already shown). Order of screens: pPAFAH inh, PAFAH1B3 FP inh, PME-1 primary, PAFAH1B2 FP inh, PAD4 FP inh, PREPL inhibitor, LYPLA2 inh, GSTO1 inh, LYPLA1 inh
Results for `CCS(=O)(=O)N1CCCC(C(=O)NC2CCCCC2C)C1` (configuration not stated) : -2, 9, 3, 4, -1, -7, 1, -3, 2
Results for `COc1cc(OC)cc(C(=O)N[C@H](C(=O)Nc2nc3ccc(S(C)(=O)=O)cc3s2)C(C)C)c1` : -3, 12, -5, 2, -1, -3, -11, -4, -3
Results for `CCSc1nc(O)c(C2OC(=O)c3c2ccc(OC)c3OC)c(=O)n1CC` (configuration not stated) : 4, 11, 2, 2, -3, 26, 10, 0, 4
Results for `CCn1cc(C(=O)Nc2ncccc2O)c(=O)c2cc(F)c(N3CCN(C(=O)c4ccco4)CC3)cc21` : 5, 9, -1, 4, 0, 7, 0, -27, 1
Results for `O=C(CN1CCN(C(=O)c2c(F)cccc2F)CC1)Nc1ccccc1F` : 0, 1, 1, 0, -1, -7, 2, 3, 1

Remaining list, next part
SMILES	pPAFAH inh	PAFAH1B3 FP inh	PME-1 primary	PAFAH1B2 FP inh	PAD4 FP inh	PREPL inhibitor	LYPLA2 inh	GSTO1 inh	LYPLA1 inh
CSCC(CO)NS(=O)(=O)c1ccc(C)cc1 (configuration not stated)	3	-1	11	6	-1	11	-5	5	-8
CCc1nnc(NC(=O)CSc2nc(-c3ccc(OC)cc3)ns2)s1	-6	-5	-11	1	10	0	2	14	0
COCCN1CC(C(=O)NCc2ncccc2C)CCC1=O (configuration not stated)	1	4	3	6	2	6	3	-1	0
S=c1nc(C2COc3ccccc3O2)[nH][nH]1 (configuration not stated)	3	8	2	7	-4	23	5	-1	1
Cc1ccc2c(c1)[C@@H]1CN(C)CC[C@@H]1N2S(=O)(=O)c1ccc(F)cc1	2	0	1	-14	-2	-18	6	-2	0
Cc1ccc(S(=O)(=O)Oc2ccccc2/C=N/N=C(N)N)cc1	0	2	-2	0	1	-31	5	4	5
O=Nc1c2ccc[nH]c-2c2ccc([N+](=O)[O-])cc12	-4	-22	-12	-13	-5	-1	-6	-1	-3
O=C(Oc1ccc(N(Cc2cccs2)C2=NS(=O)(=O)c3ccccc32)cc1)c1ccccc1	0	7	-2	-4	-2	5	7	2	3
O=C(C[n+]1cccc(NC(=O)c2ccccc2)c1)c1ccccc1	3	2	-1	4	-6	8	10	8	-5
CC(=O)NCCNS(=O)(=O)c1ccc(C)c([N+](=O)[O-])c1	3	7	7	2	1	-2	4	1	-1
N/C(=N\OC(=O)Nc1ccc(Cl)cc1)c1ncc(C(F)(F)F)cc1Cl	-1	11	-4	0	2	3	-4	10	-1
O=C(O)c1ccc(-c2ccccc2)[nH]1	3	-3	-10	2	-2	-20	6	-4	-5
COc1ccc2c(c1)C1=C(CC2)C(c2ccc(C)cc2)NC(=S)N1 (configuration not stated)	3	4	1	8	0	23	1	-11	-1
C#CCOCCOCCOCCNc1nc(N2CCOCC2)nc(N2CCN(C(=O)CCCCCCCCCCNC(=O)[C@@H](CCC(=O)O)n3cc(CCCCCN)nn3)CC2)n1	3	11	-1	-4	-3	-3	-8	-2	2
O=C(c1ccco1)N1CCN(Cc2nc3cc(Cl)ccc3c(=O)[nH]2)CC1	4	6	-1	3	-2	-3	2	7	-1
COc1ccc(NC(=O)Nc2ccc(F)cc2F)cc1	0	4	3	-1	3	17	-4	18	-6
O=C(Nc1ccc(Oc2cccnc2)nc1)c1ccc(C(F)(F)F)cc1	9	8	5	6	-5	16	11	-9	-2
COc1ccc(C(=O)CSc2nnc(CNC(=O)c3ccc(S(=O)(=O)N(C)C)cc3)o2)cc1	1	0	0	-2	-6	-5	5	15	-2
Fc1ccc(OCCCCCCN2CCCC2)cc1	3	-6	-3	3	-7	8	4	-4	0
Cc1cccc(NC(=O)c2nc[nH]c2C(=O)N[C@@H](C)C(=O)OCc2ccccc2)c1	-5	7	-3	-1	-1	-6	-12	-5	-6

Already shown: an excerpt of the list.
SMILES	pPAFAH inh	PAFAH1B3 FP inh	PME-1 primary	PAFAH1B2 FP inh	PAD4 FP inh	PREPL inhibitor	LYPLA2 inh	GSTO1 inh	LYPLA1 inh
Fc1ccc(OCCCCCCN2CCCC2)cc1	3	-6	-3	3	-7	8	4	-4	0
Cc1cccc(NC(=O)c2nc[nH]c2C(=O)N[C@@H](C)C(=O)OCc2ccccc2)c1	-5	7	-3	-1	-1	-6	-12	-5	-6

Carrying on.
SMILES	pPAFAH inh	PAFAH1B3 FP inh	PME-1 primary	PAFAH1B2 FP inh	PAD4 FP inh	PREPL inhibitor	LYPLA2 inh	GSTO1 inh	LYPLA1 inh
O=C(COC(=O)C1CCCN1C(=O)C12CC3CC(CC(C3)C1)C2)c1ccc(Br)cc1 (configuration not stated)	-1	-7	-14	0	2	2	0	34	-3
COC(=O)c1ccc([N+](=O)[O-])c(CS(=O)(=O)c2ccc(Cl)cc2)c1	-2	4	1	6	-1	6	-2	-1	-5
C/C(=N/NC(=O)Cn1nc2ccccc2n1)c1ccc(F)cc1	5	-4	0	1	-2	-3	3	6	-2
COC(=O)c1sc(NC(=O)c2ccc(OC)cc2OC)nc1C	1	7	-10	5	14	-6	2	6	0
Cc1cc(C)nc(NC(=NCCc2c[nH]c3ccccc23)NC(=O)Nc2ccccc2)n1	1	-8	-6	-5	-3	23	-13	-10	-10
Cc1cc(C)n2nc(N)c(N=Nc3cccc(Cl)c3)c2n1	7	5	7	2	-1	13	4	-2	-2
Cc1ccc(C(=O)OCC(=O)N2c3ccccc3NC(=O)C2(C)C)cc1S(=O)(=O)N1CCCCC1	4	8	nt	27*	1	8	nt	nt	nt
COc1ccc(CCNC(=O)CCC(=O)N2CCOc3ccc(C)cc32)cc1OC	1	1	-1	6	2	2	2	6	1
CCOCCCNC(=O)C1(O)c2cc(Br)ccc2NC(=O)N1c1ccc(C)c(C)c1 (configuration not stated)	-3	6	-4	4	6	6	-2	10	-3
COc1cn(-c2ccccc2)nc1C(=O)OCC(=O)Nc1ccc(C)c(C)c1	8	-1	3	-2	0	19	6	nt	1
COc1cc2ccccc2cc1C(=O)N/N=C/c1cccnc1	2	6	-2	0	-1	12	14	2	4
CN(C)C(CNC(=O)c1cccc(OC(F)F)c1)c1ccco1 (configuration not stated)	3	-14	-7	4	-2	3	-6	4	-4
COc1ccc(OC)c(/C=C/C(=O)NC2=NCCS2)c1	1	2	3	5	-2	-5	2	-4	-3
CCOC(=O)C1=C(C)N(C)C(=O)NC1c1cc2c(cc1Br)OCO2 (configuration not stated)	-2	2	5	6	0	-10	5	-6	-1
CC(C)c1ccc2oc(-c3cc(N)ccc3O)nc2c1	19	6	7	8	3	23	5	13	4
Cc1nc2c(n1O)CCC/C2=N\O	2	12	-1	9	-1	1	7	7	4
CCOC(=O)c1ccc2c(c1)n(CC)c(/C=C/N(C)c1ccccc1)[n+]2CC	2	17	-2	-2	6	35	-3	1	1
Cc1ccc(NC(=O)CN2C(=O)S/C(=C\c3cc(C)n(-c4ccc(C(=O)O)cc4)c3C)C2=O)cc1	13	9	1	1	-1	17	42*	-3	-5
COc1cccc(NC(=O)CN(C)C(=O)CCCc2nc3ccccc3c(=O)[nH]2)c1	-1	13	-5	6	4	4	4	nt	0
O=S(=O)(Nc1ncnc2scc(-c3ccc(F)cc3)c12)c1cc(F)ccc1F	7	-6	5	14	0	2	4	-19	-4
Cc1ccc(CN2Cc3cccc4c3[C@@H](CC2=O)[C@H](O)[C@H](O)C4)cc1	4	8	5	2	4	5	7	nt	3
